PLAP inhibitors HTS: inhibition of human placental alkaline phosphatase – biochemical, luminescence, HTS (AID 690). purified PLAP, luminescent substrate; higher % means a stronger effect. inhibition, % at 20 µM, or IC50 in µM where a hit was titrated. 96,000 tested, 0.08% active; in the data active = a potency from the dose series; inactive = the rest, 99 in 100 with inhibition below about 30%; note: strong numbers were not always called active
IL1B NFkB pot: enhances IL-1B driven NFkB nuclear translocation. HUVEC IL-1B NFkB p65 nuclear translocation imaging. activation, % at 2 µM. 94,000 tested, 0.3% active. AID 819;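 active = activation above 40%, about the mean plus 3 SD, also judged a hit on visual image review; inconclusive = activation above 40% but not a hit on visual review; inactive = activation not above 40% and no visual hit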;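 note: percent activation is computed from the nuclear over cytoplasmic p65 intensity ratio; values of inactives mirror those of a sister screen read the other way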
MRP resist rev: reverses drug resistance mediated by MRP; H69AR cells + 2 uM doxorubicin, CellTiter-Glo, 72 h; differential viability (reversal), % at 10 µM; 85,000 tested, 0.04% active;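 active = viability drop by adding the cancer drug above about 55%, with treated viability meeting a 40% cutoff, limit read from the data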;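 note: viability without doxorubicin minus viability with 2 µM doxorubicin for each compound; larger differential means the compound sensitizes cells more to doxorubicin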
Bcl-B displacement: displacers of TR3 peptide from Bcl-B, primary screen, selectivity assay for Bfl-1 inhibitor project, biochemical, fluorescence polarization. FP displacement of FITC-TR3 peptide from Bcl-B; higher % means a stronger effect. displacement, % at 20 µM; hits with a dose series show IC50 in µM. 96,000 tested, 0.11% active. AID 748;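 active = displacement above 50% at 20 µM plus a fluorescence interference ratio under 1.5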;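 note: plate controls were wells without compound for no effect and wells lacking Bcl-B protein for full effect; a part of the inactive calls stands beside numbers as strong as those of hits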
NFkB transloc inh: blocks IL-1B driven NFkB nuclear translocation in HUVEC cells. HUVEC IL-1B NFkB p65 nuclear translocation imaging. inhibition, % at 2 µM. 94,000 tested, 0.43% active;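 active = inhibition above about 30% together with a positive call from visual inspection of the well image, limit read from the data; inconclusive = inhibition above a set limit but visual check negative; inactive = inhibition not above a set limit, visual check negative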;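 note: nuclear over cytoplasmic p65 intensity ratio measured by imaging; 0% = IL-1B stimulated DMSO wells and 100% = unstimulated DMSO wells; values of inactives mirror those of a sister screen read the other way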
MRP resist rev cytotoxicity: also measured in MRP resist rev; calls as there; viability, %; H69AR cells, CellTiter-Glo, 72 h; measured here: cytotoxicity without doxorubicin
MRP resist rev with doxorubicin: second read-out of MRP resist rev, no call of its own (marks repeat the call); viability, %; measured here: viability with 2 uM doxorubicin; stronger effect = lower value
NFkB transloc inh cell count 2 µM: recorded beside NFkB transloc inh, whose call it bears; cell count; measured here: cells passing quality filter;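 raw number of nuclei counted in each imaged well without normalization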
IL1B NFkB pot cell count 2 µM: further read-out of IL1B NFkB pot, marked with its call; cell count; measured here: cells passing quality filter
* hit, by the source's call; ? = inconclusive; . = not tested or not shown.

SMILES	PLAP inhibitors HTS	IL1B NFkB pot	IL1B NFkB pot cell count 2 µM	MRP resist rev	MRP resist rev cytotoxicity	MRP resist rev with doxorubicin	Bcl-B displacement	NFkB transloc inh	NFkB transloc inh cell count 2 µM
O=C(NCc1ccccc1)c1cc(=O)[nH]c2ccccc12	16%	14	165	14	101	86	10%	-14	165
O=C1/C(=C/c2cccs2)N=C(c2cccs2)N1Nc1ccccc1	46%	16	181	3	92	89	58%	-16	181
CCCCn1c(=O)[nH]c(=O)c2c1nc(-c1ccncc1)n2CCOC	-8%	-3	195	.	.	.	5%	3	195
O=C(Nc1ccccc1)N1CCCC1	4%	.	.	30	92	62	11%	.	.
CCn1c(NC(=O)Nc2ccccc2OC)nc2ccccc21	2%	.	.	-16	36	52	7%	.	.
CCOc1ccc(S(=O)(=O)NCCC(=O)OC(C)C(=O)N2CCc3ccccc32)cc1 (stereo not given)	-50%	8	109	-14	55	69	4%	-8	109
CS(=O)(=O)N(Cc1ccco1)CC(O)Cn1c2ccccc2c2ccccc21 (stereo not given)	-53%	1	194	.	.	.	-20%	-1	194
CCOc1ccccc1N1CCN(S(=O)(=O)c2cccc3nsnc23)CC1	0%	6	117	-13	63	77	-1%	-6	117
Cc1ccc(S(=O)(=O)N(C)CCCC(=O)NCc2ccc3c(c2)OCO3)cc1	2%	-1	121	-11	91	102	12%	0	121
CC1(C)CC(=O)C2=C(C1)OC(N)=C(C#N)C21CCN(C(=O)OCc2ccccc2)CC1	-60%	-20	97	7	95	88	-15%	20	97
Cc1ccc(C23OC(=O)C(C)(C)C2OC(=O)C3(C)C)cc1 (stereo not given)	-6%	-14	120	.	.	.	-11%	14	120
O=C1C(=O)c2ccc(-c3ccccc3)cc2-c2ccccc21	.	14	112	1	1	0	.	-14	112
CCCOC(=O)c1ccc(Oc2c(-c3ccc(OCC)cc3O)n[nH]c2C)cc1	-116%	16	58	1	2	1	-13%	-16	58
COc1cc2c(cc1OC)C1=NC(=O)CN1C(SCc1ccccc1C)=N2	-23%	-1	119	.	.	.	1%	1	119
Cn1c(CSc2ncccn2)nnc1SCC(=O)N1CCCCC1	-2%	.	.	0	91	91	6%	.	.
COc1ccc(NC(=O)C2C3C=CC(C3)C2C(=O)NCc2ccco2)cc1 (stereo not given)	-19%	12	156	-7	73	81	6%	-12	156
Cc1c(-c2ccco2)[n+](=O)c2c(n1[O-])CCC2	0%	7	138	8	102	93	3%	-7	138
CCOC(=O)c1[nH]c2ccc(F)cc2c1NC(=O)C1=COCCO1	0%	4	204	-6	100	107	-2%	-4	204
O=C(COc1ccc(S(=O)(=O)NC2CCCCC2)cc1Cl)Nc1ccc2c(c1)OCO2	0%	2	174	8	93	84	2%	-2	174
CC(C)c1nc2n[nH]c(N)c2c2c1CCC2	6%	5	106	7	97	90	-13%	-5	106
O=C(Cn1c(SCc2ccccc2)nc2ccccc21)N1CCOCC1	10%	1	134	2	79	77	-11%	-1	134
c1ccc(-c2ccc(Oc3cc(N4CCOCC4)nc(-c4ccccc4)n3)cc2)cc1	18%	20	111	.	.	.	-16%	-20	111
CN(C)C(/C=C/Nc1ccc(C#N)cc1)=C(C#N)C#N	-4%	0	120	.	.	.	5%	0	120
COC(=O)c1cc2ccsc2n1CC(=O)N(C)C1CCCCC1	0%	17	165	7	76	69	-9%	-17	165
COc1ccccc1NS(=O)(=O)c1cc([N+](=O)[O-])ccc1N/N=C/c1c(C)[nH]c2ccccc12	-5%	4	128	.	.	.	-148%	-4	128
COc1cccc(-c2cc(C(=O)Nc3cccnc3)no2)c1	24%	-7	172	7	96	89	0%	7	172
COc1cc(CNCCO)ccc1OC1CCCC1	19%	-3	145	-5	91	95	-6%	3	145
COC(=O)C(NNc1ccccc1)(NC(=O)c1ccccc1F)C(F)(F)F (stereo not given)	7%	.	.	.	.	.	-13%	.	.
COc1ccc2[nH]c(=O)c(C(c3nnnn3C(C)(C)C)N(Cc3ccco3)CC3CCCO3)cc2c1 (stereo not given)	-18%	1	96	10	84	74	-3%	-1	96
CC(=O)Nc1ccc(SCC(=O)c2cc(C)n(Cc3cccs3)c2C)cc1	-7%	8	135	.	.	.	8%	-8	135

Seven entries out of the list above, ordered by their value in PLAP inhibitors HTS, largest number first:
SMILES | PLAP inhibitors HTS
c1ccc(-c2ccc(Oc3cc(N4CCOCC4)nc(-c4ccccc4)n3)cc2)cc1 | 18%
O=C(Cn1c(SCc2ccccc2)nc2ccccc21)N1CCOCC1 | 10%
CC(C)c1nc2n[nH]c(N)c2c2c1CCC2 | 6%
O=C(Nc1ccccc1)N1CCCC1 | 4%
CCOc1ccccc1N1CCN(S(=O)(=O)c2cccc3nsnc23)CC1 | 0%
CC(=O)Nc1ccc(SCC(=O)c2cc(C)n(Cc3cccs3)c2C)cc1 | -7%
CCCCn1c(=O)[nH]c(=O)c2c1nc(-c1ccncc1)n2CCOC | -8%

Continuation:
SMILES	PLAP inhibitors HTS	IL1B NFkB pot	IL1B NFkB pot cell count 2 µM	MRP resist rev	MRP resist rev cytotoxicity	MRP resist rev with doxorubicin	Bcl-B displacement	NFkB transloc inh	NFkB transloc inh cell count 2 µM
CCOC(=O)C1C(=O)CC(C)(O)C(C(=O)OCC)C1c1cccs1 (stereo not given)	11%	15	106	5	83	78	7%	-15	106
CCOC(=O)c1oc2c(c1C)/C(=N/O)CCC2	6%	20	166	.	.	.	-2%	-20	166
CC(C)Cn1c(=O)c(C(=O)Nc2ccccc2S(N)(=O)=O)c(O)c2ccccc21	-36%	.	.	.	.	.	5%	.	.
O=C1c2ccccc2CN1CCNS(=O)(=O)c1ccc(Cl)cc1	16%	-98	13	4	84	81	-4%	98*	13*
Cc1ccc2c(c1)CCCN2C(=O)c1ccco1	9%	18	129	-6	76	82	-9%	-18	129
Cc1ccc(C(=O)n2c(=S)nc3ccccn32)cc1	8%	-7	164	5	65	60	3%	7	164
CCc1ccc2nc(SCC(=O)N(CC)CC)c(C#N)cc2c1	12%	-7	195	-14	65	79	-5%	7	195
O=C(Nc1ccc(Cl)cc1)Nc1ccc2c(c1)N1CCN=C1S2	-59%	-17	162	-32	35	67	12%	17	162
Cc1ccc(C(=O)NCCCn2ccnc2)cc1[N+](=O)[O-]	15%	4	79	.	.	.	6%	-4	79
CCC(C)c1ccc(S(=O)(=O)N2CCN(C(=O)COc3ccc4c(C)cc(=O)oc4c3)CC2)cc1 (stereo not given)	-79%	11	172	-14	59	73	-8%	-11	172
Cc1ccc(NC(=S)NCC2CCCO2)cc1 (stereo not given)	-3%	11	186	7	102	96	6%	-11	186
CS(=O)(=O)N1CCN(C(=O)c2ccc(-c3ccccc3)cc2)CC1	-21%	4	161	10	101	91	-5%	-4	161
CCC(c1nnnn1CCc1ccccc1)N1CCN(C(=O)c2ccco2)CC1 (stereo not given)	-26%	-13	102	6	84	79	10%	13	102
CCOC(=O)c1c(C=O)c(C)n(Cc2ccccc2Cl)c1C	-48%	2	182	-8	81	89	-18%	-2	182
O=C(COc1ccc(Br)cc1)NCc1ccccn1	23%	41*	187*	-4	99	103	-16%	-41	187

One compound at a time, from the list above. Values in the order: PLAP inhibitors HTS | IL1B NFkB pot | IL1B NFkB pot cell count 2 µM | MRP resist rev | MRP resist rev cytotoxicity | MRP resist rev with doxorubicin | Bcl-B displacement | NFkB transloc inh | NFkB transloc inh cell count 2 µM
O=C(COc1ccc(Br)cc1)NCc1ccccn1 is listed with 23% | 41* | 187* | -4 | 99 | 103 | -16% | -41 | 187
Cc1ccc(C(=O)NCCCn2ccnc2)cc1[N+](=O)[O-] is listed with 15% | 4 | 79 | . | . | . | 6% | -4 | 79

The listing continues:
SMILES	PLAP inhibitors HTS	IL1B NFkB pot	IL1B NFkB pot cell count 2 µM	MRP resist rev	MRP resist rev cytotoxicity	MRP resist rev with doxorubicin	Bcl-B displacement	NFkB transloc inh	NFkB transloc inh cell count 2 µM
CCN(c1ccc(NC(=O)COC(=O)c2ccc(C)c(S(=O)(=O)N3CCOCC3)c2)cc1)C(C)C	-48%	-13	159	.	.	.	-1%	13	159
CCCC(=O)Nc1c(O)c2ccccc2[nH]c1=O	2%	17	182	16	103	87	0%	-17	182
O=C1c2ccccc2C(O)(Cc2ccccc2)N1CCCN1CCOCC1 (stereo not given)	-42%	.	.	14	105	90	-7%	.	.
CCCCNC(=O)CCNS(=O)(=O)c1ccc(C)cc1	16%	1	210	-3	102	105	5%	-1	210
CCC(C)(C)n1nnnc1C(c1cc2cc(OC)c(OC)cc2[nH]c1=O)N1CCc2ccccc21 (stereo not given)	-70%	11	132	-9	81	91	-22%	-11	132
COc1ccc(NC(=O)c2ccco2)cc1NC(=O)c1ccc(Br)o1	10%	16	140	-25	57	82	2%	-16	140
CCc1nnc(NC(=O)c2ccncc2)s1	2%	.	.	4	96	92	-5%	.	.
CCOC(=O)c1cc2cc(C)ccc2[nH]1	11%	-15	170	0	97	97	-10%	15	170
CC(CN(C)Cc1ccccc1)OC(=O)c1ccc2c(c1)OCCO2 (stereo not given)	-27%	.	.	-6	77	82	0%	.	.
CN(C)c1cc(O)c(C(=S)Nc2ccccc2)c(N(C)C)c1	26%	4	87	-9	74	83	5%	-2	87
CN(C1CCS(=O)(=O)C1)S(=O)(=O)c1ccc(N2CCCC2=O)cc1 (stereo not given)	12%	5	97	16	93	77	-9%	-6	97
O=C(CN1C2=NCCN2c2ccccc21)N1CCOCC1	6%	21	86	10	104	94	-2%	-21	86
Cc1cc(C)c(S(=O)(=O)O)c(C)n1	13%	-9	123	6	102	96	3%	9	123
CC(=O)C1C(c2ccncc2)NC(=O)NC1(O)C(F)(F)F (stereo not given)	.	-2	160	6	98	92	.	2	160
CCOC(=O)COc1ccc(Oc2nc(C)cc(OC)n2)nn1	8%	1	101	-4	92	97	3%	-1	101
CCNC(=O)CN(c1ccc(OC)c(OC)c1)S(=O)(=O)c1ccccc1	13%	7	165	-3	89	92	-8%	-7	165
CON(C)c1nc(Oc2ccc(=O)[nH]n2)nc(N(C)C)n1	-12%	-3	76	7	98	91	-3%	4	76
Cc1occc1-c1nnc(SCC(=O)Nc2nccs2)n1CCc1ccccc1	-32%	14	162	6	89	84	2%	-14	162
COC(=O)c1cn(CC(=O)NC2CCCCC2)c2ccccc12	14%	?	.	18	91	72	-2%	-54	182
COc1ccc(NC(=O)CNS(=O)(=O)c2cccs2)c(OC)c1	-36%	12	190	14	94	80	-4%	-12	190
CCOC(=O)c1c(-c2ccccc2)csc1NC(=O)c1ccc(S(=O)(=O)N2CC(C)OC(C)C2)cc1 (stereo not given)	-53%	-5	111	.	.	.	-7%	5	111
CC1(C)CC(=O)C(C(c2ccccc2F)C2C(=O)CC(C)(C)CC2=O)C(=O)C1	-2%	-1	121	.	.	.	-1%	1	121
COCCCn1c(SCc2cccc(OC)c2)nc2cc(OC)c(OC)cc2c1=N	-50%	0	141	.	.	.	0%	0	141
COc1ccccc1CNC(=O)c1cnc2ccccn2c1=O	-3%	.	.	7	87	79	-4%	.	.
CSCCC(NC(=O)C1CCC(C)CC1)C(=O)N1CCN(c2ccccn2)CC1 (stereo not given)	-18%	24	137	-19	74	93	-1%	-24	137
CCOC(=O)Cn1c(=O)c(-c2ccccc2NC)nc2ccccc21	8%	13	198	11	84	74	-9%	-13	198
COC(=O)C(C(=O)Nc1cccc(C)n1)C1CCCCCC1 (stereo not given)	-12%	17	132	-5	101	106	6%	-16	132
CCC1S/C(=N/C(=O)NC2CCCCC2)NC1=O (stereo not given)	.	-6	100	1	92	92	.	6	100
Cc1ccc(NC(=O)CCC(C(=O)O)N2C(=O)c3ccccc3C2=O)cc1 (stereo not given)	-24%	17	134	9	108	99	-2%	-17	134
Cc1ccccc1-n1c(SCc2ccccn2)nc2n[nH]c(C)c2c1=N	-127%	5	121	.	.	.	3%	-5	121
O=C(NC1CCCCC1)C(c1ccc(F)cc1)N(Cc1ccco1)C(=O)Cn1nnc2ccccc21 (stereo not given)	8%	16	212	0	72	72	-5%	-16	212
CN(C)S(=O)(=O)c1ccc(NS(=O)(=O)/C=C/c2ccccc2)cc1	-23%	13	214	-5	98	102	-4%	-13	214
OC(CN1CCCCC1)CN(c1ccccc1)c1ccccc1 (stereo not given)	-3%	10	175	6	92	86	3%	-10	175
Cc1c(NC(=O)CSc2nncc3ccccc23)c(=O)n(-c2ccccc2)n1C	.	36	112	-10	72	82	.	-36	112

A portion of the library, so the mix of outcomes need not match the whole.
